STAT1 inh: STAT1 signaling inhibition. inhibition, % at 5.5 µM. NIH 3T3 STAT1-luciferase reporter, IFN-gamma, luminescence. 200,000 compounds, 0.35% hits;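 active means inhibition above a set limit, the mean inhibition across all tested compounds plus 3 SD, cut at about 34% in these data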;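 further: 0% = IFN-gamma with DMSO and 100% = IFN-gamma with 300 µM nifuroxazide; values of inactives mirror those of a sister screen read the other way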
G6PDH counter: L. mesenteroides G6PDH inhibition counter-screen; Purified L. mesenteroides G6PDH, diaphorase/resazurin coupled fluorescence, 45 min; inhibition, % at 5 µM; 200,000 compounds, 0.12% hits; in the data active means inhibition above about 50%
STAT1 activator: increases IFN-gamma driven STAT1 reporter signal | NIH 3T3 STAT1-luciferase reporter, luminescence; 100% = IFN-gamma alone, no compound | 200,000 compounds, 2.6% hits | activation (% of control), % at 5.5 µM;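 active means activation above the screen-wide mean activation plus 3 SD, cut at about 130% in these data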;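 further: raw ratio to IFN-gamma control signal so 100% means no change and 0% no light; values of inactives mirror those of a sister screen read the other way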
TLR4-MyD88 BLA: TLR4-MyD88 interaction inhibition in cells | O00206+Q99836 | HeLa CL3-4 TLR4/MyD88 BLA complementation, FRET ratio | inhibition, % at 8.4 µM | 200,000 compounds, 0.18% hits; in the data active means inhibition above about 25%;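 further: 0% = vehicle and 100% = reference inhibitor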
Target sequence (O00206 whole entry, looked up): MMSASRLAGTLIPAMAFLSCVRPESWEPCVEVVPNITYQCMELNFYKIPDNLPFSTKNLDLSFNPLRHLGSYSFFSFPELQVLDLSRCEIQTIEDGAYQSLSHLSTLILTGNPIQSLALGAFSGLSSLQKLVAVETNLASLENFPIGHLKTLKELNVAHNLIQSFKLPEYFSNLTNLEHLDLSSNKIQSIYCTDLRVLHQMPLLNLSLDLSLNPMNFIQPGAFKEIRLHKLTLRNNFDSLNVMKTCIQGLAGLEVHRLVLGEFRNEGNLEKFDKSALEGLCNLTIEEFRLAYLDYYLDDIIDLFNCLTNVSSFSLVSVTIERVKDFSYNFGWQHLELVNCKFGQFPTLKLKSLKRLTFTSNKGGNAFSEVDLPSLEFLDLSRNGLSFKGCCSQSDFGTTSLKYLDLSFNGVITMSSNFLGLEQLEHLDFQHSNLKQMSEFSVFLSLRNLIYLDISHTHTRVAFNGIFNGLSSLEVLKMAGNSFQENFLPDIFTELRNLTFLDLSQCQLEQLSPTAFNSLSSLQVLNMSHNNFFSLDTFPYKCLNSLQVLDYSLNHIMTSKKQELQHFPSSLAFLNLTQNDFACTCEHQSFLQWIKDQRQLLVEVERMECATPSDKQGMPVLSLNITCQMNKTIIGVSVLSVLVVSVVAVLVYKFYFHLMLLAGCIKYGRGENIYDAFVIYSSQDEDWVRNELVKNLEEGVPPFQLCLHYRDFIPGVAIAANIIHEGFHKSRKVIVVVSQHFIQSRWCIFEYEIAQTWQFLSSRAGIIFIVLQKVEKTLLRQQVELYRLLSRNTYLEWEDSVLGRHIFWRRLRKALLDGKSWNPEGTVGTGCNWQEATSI
Target sequence (Q99836 whole entry, looked up): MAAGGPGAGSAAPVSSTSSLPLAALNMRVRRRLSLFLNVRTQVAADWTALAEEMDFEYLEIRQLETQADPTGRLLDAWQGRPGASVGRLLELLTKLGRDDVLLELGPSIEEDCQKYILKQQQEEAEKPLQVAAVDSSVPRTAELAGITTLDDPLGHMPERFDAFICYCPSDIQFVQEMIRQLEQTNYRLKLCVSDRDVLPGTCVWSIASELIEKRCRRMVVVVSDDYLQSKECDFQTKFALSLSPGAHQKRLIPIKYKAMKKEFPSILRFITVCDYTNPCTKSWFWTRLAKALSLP
STAT3 activator: STAT3 signaling activation; 190,000 compounds, 0.91% hits; U3A cells, IL-6 STAT3-luciferase reporter, luminescence; 100% = signal with IL-6 EC80 alone; activation (% of control), % at 5.6 µM;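 active means activation above the screen-wide mean of compound activation plus 3 SD, cut at about 130% in these data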;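 further: 0% = background luminescence of wells with medium and substrate only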
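Test system: STAT3-luciferase reporter U3A cells; Detection: reporter luminescence signal; Times: 1 h compound pre-exposure, 6 h IL-6 stimulation, 37 °C; Benchmarks: IL-6-only high control; Also added: IL-6 stimulus at 33 ng/mL final.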
APP 5UTR inh: APP translation inhibition; 190,000 compounds, 0.82% hits; inhibition, % at 2 µM; AID 1285; SH-SY5Y APP 5'UTR-luciferase reporter, luminescence;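 active means inhibition above a set limit, derived from the sample mean plus 3 SD, cut at about 45% in these data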; further: values of inactives mirror those of a sister screen read the other way
STAT3 blocker: inhibitors of IL-6 induced STAT3 signaling. U3A cells, IL-6 STAT3-luciferase reporter, luminescence; host cell line lacks STAT1. inhibition, % at 5.5 µM. 190,000 compounds, 0.89% hits;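 active means inhibition above the mean inhibition across all screened compounds plus 3 SD, cut at about 44% in these data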;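 further: 0% = DMSO only wells and 100% = 100 µM nifuroxazide control wells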
Diaph act CS: diaphorase activation or chemical reduction counter-screen; Diaphorase/resazurin coupled assay, resorufin fluorescence, 16 min; stronger effect = higher value; 1 = vehicle wells, 0 = NADH-free wells; activation factor at 20 µM; 190,000 compounds, 0.005% hits; AID 1229;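 active means diaphorase activity raised at least twofold by the compound at 20 µM; inactive means activation factor below 2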
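Material: purified diaphorase enzyme from Clostridium kluyveri; Also added: 0.114 mM NADH and 0.1 mM resazurin, final amounts; Doses: single compound dose of 20 µM, 1% DMSO final; Times: 16 min enzyme reaction, ambient temperature; Detection: resorufin fluorescence, excitation 544 nm, emission 590 nm; Measure: increased resorufin signal from activators or reducing compounds.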
Hsp70 act: transcriptional activators of Hsp70; HeLa Hsp70 promoter luciferase reporter, luminescence; scaled: vehicle 0, proteasome-inhibitor control 100%; activation, % at 10 µM; 200,000 compounds, 0.04% hits; AID 1203;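 active means activation above the mean across all tested compounds plus 3 SD, cutoff set per campaign, cut at about 5.5% in these data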;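 further: 100% = MG132 at 30 µM as the positive control and 0% = DMSO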
Diaph inh CS: counter-screen for diaphorase-based assays: diaphorase inhibitors and chemical oxidizers | 190,000 compounds, 0.69% hits | AID 1217 | inhibition, % at 20 µM | diaphorase resazurin-to-resorufin fluorescence, NADH, 16 min; bacterial (C. kluyveri) enzyme, not human;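 active means primary screen inhibition at 20 µM above a set limit, cut at about 50% in these data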;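 further: plate controls were DMSO with full reaction for no effect and wells lacking NADH for full effect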
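Assay system: diaphorase enzyme from Clostridium kluyveri. Quantity: enzyme working solution with 0.14 U/mL diaphorase. Schedule: reaction incubation of 16 min at room temperature. Technique: resorufin fluorescence, excitation 544 nm, emission 590 nm. Controls: No-NADH positive control and DMSO neutral control.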
Active calls of the source: *; · = no result given.

Results follow in this order: STAT1 inh	G6PDH counter	STAT1 activator	TLR4-MyD88 BLA	STAT3 activator	APP 5UTR inh	STAT3 blocker	Diaph act CS	Hsp70 act	Diaph inh CS
1: Cn1c(=O)c2c(SCC(=O)N3CCN(c4ccccc4)CC3)nc(C3CC3)nc2n(C)c1=O
 : 8	1	92	-5	·	3	·	0.7	-0.3	34
2: CC1CCN(CC(O)COCCOc2ccc(Br)cc2)CC1 (centres undefined)
 : 0	8	100	-2	94	-16	11	0.9	-0.2	15
3: c1ccc(CNC2=NCCC2)nc1
 : -2	0	102	12	98	1	7	1.1	-0.2	-7
4: CC(C)(C)NC(=O)COc1ccccc1C#N
 : -8	0	105	-12	94	10	10	0.9	-0.2	5
5: CCC(Sc1nc2cc(OC)c(OC)cc2c(=O)n1CCc1ccc(S(N)(=O)=O)cc1)C(=O)NCCOC (centres undefined)
 : 0	2	100	-4	102	-2	6	1	-0.1	-1
6: O=S(=O)(c1ccc(OCC(O)CN2CCC(Cc3ccccc3)CC2)cc1)N1CCOCC1 (centres undefined)
 : 4	-38	96	-8	102	1	4	0.8	-0.3	15
7: CCOc1cc(CNc2ccc3c(c2)CCC3)ccc1O
 : 1	-1	99	-9	106	-10	-2	0.8	-0.2	22
8: N#Cc1cnc2c(-c3ccccc3)c(-c3ccccc3)nn2c1N
 : -5	1	102	0	111	-3	-9	0.9	0.0	6
9: COc1ccc(/C=C/c2nc3ccccc3n2Cc2ccc(OC)c(OC)c2)cc1
 : -94	-4	184*	-10	108	-181	-7	0.9	-0.3	8
10: C=CCNC(=O)c1ccc(-c2nc(-c3ccc(Cl)cc3Cl)cs2)cc1
 : 8	13	93	-8	105	-2	4	1.3	-0.1	-29
11: CCN1C(=O)/C(=C\c2nc3ccccc3c(=O)n2-c2ccccc2)c2ccccc21
 : 1	0	100	-4	108	13	-4	0.6	-0.2	40
12: COc1ccc(NS(=O)(=O)c2cccc(NC(=O)c3cnccn3)c2)cc1Br
 : 24	1	78	5	102	9	5	1	-0.1	4
13: CCn1c(CSc2nc3ccccc3s2)nnc1SCC(N)=O
 : -2	2	102	5	103	2	0	0.9	-0.1	11
14: CC(C)c1onc(C(=O)N2CCN(C(c3ccccc3)c3ccccc3)CC2)c1[N+](=O)[O-]
 : 7	7	93	-4	85	-8	18	1	-0.4	2
15: COc1ccc(NC(C)=O)cc1C#N
 : 3	5	98	-17	93	0	16	0.9	-0.2	10

Reformatted with tabs: entries from further up.
no.	compound	STAT1 inh	G6PDH counter	STAT1 activator	TLR4-MyD88 BLA	STAT3 activator	APP 5UTR inh	STAT3 blocker	Diaph act CS	Hsp70 act	Diaph inh CS
8	N#Cc1cnc2c(-c3ccccc3)c(-c3ccccc3)nn2c1N	-5	1	102	0	111	-3	-9	0.9	0.0	6
9	COc1ccc(/C=C/c2nc3ccccc3n2Cc2ccc(OC)c(OC)c2)cc1	-94	-4	184*	-10	108	-181	-7	0.9	-0.3	8

New compounds follow:
Results follow in this order: STAT1 inh	G6PDH counter	STAT1 activator	TLR4-MyD88 BLA	STAT3 activator	APP 5UTR inh	STAT3 blocker	Diaph act CS	Hsp70 act	Diaph inh CS
16: CCCCCNC(=O)c1c[nH]c2ccc(S(=O)(=O)N3CCC4(CC3)OCCO4)cc2c1=O
 : 4	1	97	5	85	31	21	0.9	-0.3	9
17: CC(=O)N1CCCN(Cc2nc(C3(c4ccc(C)cc4)CCCC3)no2)CC1
 : -4	14	102	-2	107	11	4	0.9	0.0	10
18: CCOC(=O)C1CCCN1C(=O)c1ccc(OC)c(Br)c1 (centres undefined)
 : -7	14	103	-1	98	-1	7	0.9	0.1	9
19: O=C(Nc1cccc(-c2nc3ccccc3s2)c1)c1cccs1
 : -45	1	140*	-1	101	-7	1	0.9	-0.3	9
20: CS(=O)(=O)N(CC(=O)NCc1ccccc1Cl)c1cccc([N+](=O)[O-])c1
 : 1	10	98	-6	97	1	10	1	0.4	-4
21: CCOC(=O)C1(Cc2ccccc2C(F)(F)F)CCN(C(C)COC)CC1 (centres undefined)
 : 1	15	97	-14	102	-2	2	0.8	-0.1	18
22: Brc1cccc(C2CC(c3ccccc3)n3nnnc3N2)c1 (centres undefined)
 : 1	16	99	0	99	-4	4	0.8	-0.3	21
23: CC(c1ccccc1)N1CNc2c(c(=O)n(C)c(=O)n2C)C1 (centres undefined)
 : 5	10	95	-10	95	14	8	1	0.2	-4
24: Cc1ccc(NC(=O)Cc2n[nH]c(=S)n2C)cc1
 : 4	6	95	10	92	-11	13	0.9	-0.1	11
25: Cc1cccc(C=Nc2ccccc2C(N)=O)c1
 : -3	-4	102	-3	92	1	9	0.8	0.2	20

Compounds above with an aryl methoxy group (five):
Results follow in this order: STAT1 inh	G6PDH counter	STAT1 activator	TLR4-MyD88 BLA	STAT3 activator	APP 5UTR inh	STAT3 blocker	Diaph act CS	Hsp70 act	Diaph inh CS
5: CCC(Sc1nc2cc(OC)c(OC)cc2c(=O)n1CCc1ccc(S(N)(=O)=O)cc1)C(=O)NCCOC (centres undefined)
 : 0	2	100	-4	102	-2	6	1	-0.1	-1
9: COc1ccc(/C=C/c2nc3ccccc3n2Cc2ccc(OC)c(OC)c2)cc1
 : -94	-4	184*	-10	108	-181	-7	0.9	-0.3	8
12: COc1ccc(NS(=O)(=O)c2cccc(NC(=O)c3cnccn3)c2)cc1Br
 : 24	1	78	5	102	9	5	1	-0.1	4
15: COc1ccc(NC(C)=O)cc1C#N
 : 3	5	98	-17	93	0	16	0.9	-0.2	10
18: CCOC(=O)C1CCCN1C(=O)c1ccc(OC)c(Br)c1 (centres undefined)
 : -7	14	103	-1	98	-1	7	0.9	0.1	9
